Bcl-xL primary – blocks human Bcl-xL binding to Bim BH3 peptide. Q07817. GST-Bcl-xL / FITC-Bim BH3 peptide fluorescence polarization. inhibition, % at 10.9 µM. hit rate 0.7% among 320,000. AID 2129;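 active = inhibition above the mean of all tested compounds plus 3 SD, cutoff set per campaign, cut at about 30% in these data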;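 also: 0% = DMSO wells and 100% = unlabeled Bim-BH3 peptide competitor; inhibitors lower millipolarization by displacing the labeled peptide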
PME-1 primary – blocks human protein phosphatase methylesterase 1 | Q9Y570 | recombinant PME-1, FP-Rh probe fluorescence polarization | inhibition, % at 5.9 µM | hit rate 0.53% among 320,000 | AID 2130;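 active = inhibition above the campaign mean of all compounds plus 3 SD, cut at about 26% in these data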;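 also: competitive labeling of PME-1 active site by serine hydrolase directed probe; 0% = PME-1 with DMSO and 100% = wells lacking PME-1 enzyme; inhibitors block probe labeling so polarization falls and inhibition rises; many of its hits are not listed in these tables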
Target sequence (Q9Y570 whole entry, looked up): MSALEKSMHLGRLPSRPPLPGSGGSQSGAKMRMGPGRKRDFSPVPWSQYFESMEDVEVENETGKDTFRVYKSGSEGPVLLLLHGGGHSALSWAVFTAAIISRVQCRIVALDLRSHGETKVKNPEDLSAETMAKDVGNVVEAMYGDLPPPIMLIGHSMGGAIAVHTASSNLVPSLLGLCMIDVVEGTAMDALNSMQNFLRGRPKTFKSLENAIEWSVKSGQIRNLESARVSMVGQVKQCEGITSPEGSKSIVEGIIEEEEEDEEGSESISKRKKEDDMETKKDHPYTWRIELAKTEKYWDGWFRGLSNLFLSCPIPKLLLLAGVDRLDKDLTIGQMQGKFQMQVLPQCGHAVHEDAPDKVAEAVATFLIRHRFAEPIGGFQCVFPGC
Fam108B inh – counter-screen for RBBP9 inhibitors: inhibitors of mouse Fam108B; recombinant Fam108B, FP-Rh probe fluorescence polarization; hit rate 0.33% among 300,000; inhibition, % at 9.51 µM;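 active = inhibition above the screen mean inhibition plus 3 SD, computed separately per campaign, cut at about 18% in these data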;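 also: inhibitors lower polarization as less probe binds the enzyme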
MCL1-BIM inh – MCL1-BIM-BH3 interaction inhibition (human) | GST-MCL1 / FITC-Bim-BH3 fluorescence polarization | inhibition, % at 10.9 µM | hit rate 0.68% among 320,000 | AID 2057;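 active = inhibition above the mean inhibition of all tested compounds plus 3 SD, set per campaign, cut at about 40% in these data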;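 also: 0% = DMSO wells and 100% = unlabeled Bim-BH3 peptide control; higher means more loss of mP so more displacement of Bim peptide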
GLD-1 TGE inh – GLD-1-TGE RNA interaction inhibition (C. elegans). Q17339. purified GLD-1 + fluorescein TGE RNA, fluorescence polarization. inhibition, % at 5.96 µM. hit rate 0.44% among 320,000. AID 2280;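 active = percent inhibition above a per-plate cutoff, the plate mean of test compounds plus 3 SD, cut at about 30% in these data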;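 also: 0% = DMSO wells with GLD-1 and probe and 100% = wells lacking GLD-1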
GRK2 aptamer HTS – inhibitors of human GRK2 displacing RNA aptamer; P25098; bead flow cytometry, FAM-aptamer displacement from GRK2; inhibition of aptamer binding, % at 10 µM; hit rate 0.59% among 330,000;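 active = inhibition of aptamer binding above 40%, roughly 3 SD of noise, on plates passing a quality check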;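 also: median bead fluorescence of bound FAM aptamer so fluorescent compounds give negative values; no value below 0 was filed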
Target sequence (P25098 whole entry, looked up): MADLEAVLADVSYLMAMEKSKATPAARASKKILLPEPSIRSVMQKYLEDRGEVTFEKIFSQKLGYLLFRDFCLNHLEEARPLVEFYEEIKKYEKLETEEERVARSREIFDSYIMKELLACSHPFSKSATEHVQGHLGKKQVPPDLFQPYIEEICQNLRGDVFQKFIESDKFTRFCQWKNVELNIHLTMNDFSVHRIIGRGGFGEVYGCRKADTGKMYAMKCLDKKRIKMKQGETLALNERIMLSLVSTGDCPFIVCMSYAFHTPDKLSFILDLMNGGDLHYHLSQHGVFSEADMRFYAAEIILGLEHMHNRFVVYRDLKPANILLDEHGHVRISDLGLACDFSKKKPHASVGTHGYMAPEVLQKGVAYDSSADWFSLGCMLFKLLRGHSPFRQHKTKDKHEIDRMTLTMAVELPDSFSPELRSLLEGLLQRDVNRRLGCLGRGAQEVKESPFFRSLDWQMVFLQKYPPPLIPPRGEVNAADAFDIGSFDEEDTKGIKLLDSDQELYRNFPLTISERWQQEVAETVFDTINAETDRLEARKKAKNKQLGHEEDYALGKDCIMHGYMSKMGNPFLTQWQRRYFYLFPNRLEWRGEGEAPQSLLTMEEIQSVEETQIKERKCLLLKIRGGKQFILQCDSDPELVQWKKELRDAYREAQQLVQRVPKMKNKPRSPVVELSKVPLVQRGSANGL
VLA-4 inh – inhibition in a human VLA-4 binding assay. VLA-4 expressing cells, ligand binding flow cytometry. inhibition, % (about 7 µM as worked out from the volumes in the protocol). hit rate 0.2% among 330,000. AID 2557; in the data active = inhibition above about 50%
Efflux pump inh – blocks antifungal efflux pumps in multiplex yeast assay | S. cerevisiae Candida pump triplex, Nile Red efflux | inhibition, % at 10 µM | hit rate 0.44% among 330,000 | AID 485275;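 active = plate passing quality check with inhibition over a set limit, or well fluorescence over plate mean plus 4 SD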;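 also: Nile Red retained in pooled yeast measured as flow cytometry median fluorescence; 0% = buffer negative control and 100% = Enniatin B positive control; higher means more Nile Red kept so more efflux inhibition; some compounds called inactive have numbers as strong as hits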
MEX-5 binding – C. elegans MEX-5 TCR-2 RNA binding activity; Q9XUB2; MEX-5/FITC-TCR2 RNA binding, fluorescence polarization; active compounds read low; activity score (negative = inhibition of binding), % at 10 µM; hit rate 0.38% among 300,000;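 active = inhibition past about -25% in most replicates, and total fluorescence under double the plate's negative control median, limit read from the data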;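 also: 0% = DMSO and -100% = 5 µM competing unlabeled TCR2 RNA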
Active calls of the source: *; / = not tested or not shown.

Screens in order: Bcl-xL primary | PME-1 primary | Fam108B inh | MCL1-BIM inh | GLD-1 TGE inh | GRK2 aptamer HTS | VLA-4 inh | Efflux pump inh | MEX-5 binding
1	Cc1cc(C)cc(C(=O)N(NC(=O)Nc2ccc(Cl)cc2)C(C)(C)C)c1
 : -2.2 | -4.5 | -3.7 | 0.5 | 3.5 | 0.0 | 9.4 | -0.1 | 2.8
2	COc1ccc(S(=O)(=O)NCc2ccc3c(c2)OCO3)cc1C
 : 6.1 | -3.9 | 9.7 | -4.7 | -2.5 | 71.0* | -6.3 | -0.1 | -3.8
3	Cc1cc(=O)oc2c(C)c(OCC(=O)N3CCN(c4ccc(F)cc4)CC3)ccc12
 : 9.2 | 4.7 | 3.0 | 5.5 | 8.2 | 1.0 | 15.3 | -0.1 | -1.1
4	Cc1cc(N(CN2CCCC2=O)C(=O)c2ccc(F)cc2)no1
 : 1.8 | -1.1 | -2.6 | 3.1 | 4.7 | 3.0 | -3.2 | 0.0 | 0.0
5	Cc1cc(NCc2ccccc2)c2ccccc2n1
 : 14.4 | 0.1 | 0.1 | 14.9 | 0.0 | 0.0 | 8.7 | -0.1 | -0.2
6	COc1cc(OC)cc(C(=O)N2CCN(C(=O)c3ccc(-c4ccccc4)cc3)CC2)c1
 : 1.5 | -1.6 | -4.6 | -4.3 | 10.1 | 0.0 | 13.6 | 0.0 | -1.4
7	CCOC(=O)C1CCN(C(c2cccnc2)c2c(NC(=O)c3ccco3)sc(C)c2C)CC1 (stereo not given)
 : 6.8 | 3.1 | 4.2 | 9.9 | 13.8 | 1.0 | 14.9 | 0.3 | 0.5
8	O=C(O)Cn1nc2c3c(cccc3c1=O)-c1ccccc1-2
 : 10.5 | -4.9 | 0.9 | 3.2 | 3.4 | 0.0 | -7.9 | 0.1 | -1.1
9	Cc1ccc(C)c(S(=O)(=O)N2CCN(C(=O)Nc3ccccc3)CC2)c1
 : 2.9 | 2.8 | 4.6 | 3.5 | 34.2* | 1.0 | 15.3 | 0.2 | 0.6
10	Cc1ccccc1-c1nn(-c2ccc(F)cc2F)cc1CNCC(C)O (stereo not given)
 : -0.8 | 2.8 | -2.2 | 4.3 | 2.4 | 0.0 | 0.0 | -0.2 | -0.9
11	CC1(C(=O)N2CCC(CO)(Cc3cccc(C(F)(F)F)c3)CC2)CC1
 : -2.0 | 4.0 | -0.9 | 5.6 | 5.3 | 0.0 | 7.3 | -0.1 | 1.0
12	O=C(CCC(=O)N1CCN(Cc2ccc(F)cc2)CC1)Nc1nnc(C(F)(F)F)s1
 : 2.5 | -0.3 | -0.5 | 3.7 | 0.9 | 1.0 | 23.1 | -0.1 | -1.2
13	O=C(NCc1ccccc1)c1cccc(F)c1F
 : -1.8 | -2.0 | 1.5 | -9.7 | -6.1 | 4.0 | 5.0 | 0.0 | 2.0
14	O=c1cc(CSc2ccccn2)c2ccccc2[nH]1
 : 4.2 | -1.9 | 2.3 | -2.6 | 3.1 | 1.0 | 1.9 | 0.0 | /
15	COc1ccccc1NC(=O)CCNC(=O)Cn1ccc2ccccc2c1=O
 : 0.4 | -7.5 | -1.9 | 0.5 | 0.0 | 0.0 | 1.6 | -0.1 | 0.5
16	COc1cc([N+](=O)[O-])ccc1N=Nc1c(N)[nH]n(-c2ccccc2)c1=O
 : 10.3 | 0.6 | 0.6 | 3.2 | 2.4 | 0.0 | -3.9 | 0.0 | -1.2
17	CCCS(=O)(=O)N1CCC(C(=O)NCCC(C)C)CC1
 : -3.4 | 6.2 | 7.5 | -3.2 | -0.4 | 0.0 | 6.6 | -0.1 | 0.8
18	COc1ccccc1CNC(=O)CN1C(=O)NC2(CCCc3sccc32)C1=O (stereo not given)
 : -4.3 | 2.5 | / | 1.3 | -2.0 | 0.0 | 8.8 | 0.0 | /
19	Cc1cc(N(CN2CCCC2=O)C(=O)c2ccccc2)no1
 : 5.6 | 0.0 | -1.2 | 8.2 | 2.9 | 5.0 | 7.7 | 0.1 | 0.8
20	COC1(C)CC2C(CC1OC(=O)c1cc([N+](=O)[O-])cc([N+](=O)[O-])c1)C2(C)C (stereo not given)
 : 1.5 | 4.7 | -1.7 | 5.1 | -3.5 | 0.0 | -4.9 | 0.1 | 2.2
21	FC(F)(F)c1cnc(Oc2ccccc2-c2nnco2)c(Cl)c1
 : -3.8 | 0.8 | -0.5 | 0.7 | -0.2 | 58.0* | 11.3 | 0.4 | 1.2
22	CCOC(=O)Cc1csc(NC(=O)CCc2ccccc2)n1
 : -1.8 | 3.3 | 0.2 | 1.3 | 6.6 | 3.0 | 10.1 | 0.1 | 1.1
23	CCN(Cc1ccccc1)S(=O)(=O)c1ccc(C(=O)N(CCCN(C)C)c2nc3cc(C)cc(C)c3s2)cc1
 : 0.6 | 0.8 | -3.7 | 0.3 | 3.5 | 0.0 | -6.8 | 0.0 | 2.1
24	CCC/C(O)=C1\C(=O)CC(c2ccccc2)CC1=NC(C)C(=O)O (stereo not given)
 : 7.6 | -2.0 | -2.9 | 0.4 | 0.7 | 0.0 | 7.2 | -0.2 | -0.8
25	N#C/C(=C(O)\C=C\c1ccccc1)c1nc2ccccc2[nH]1
 : -1.3 | 1.5 | -0.6 | -1.9 | -5.8 | 0.0 | 5.5 | 0.0 | /
26	C[C@H]1CN([C@@H](C)CO)C(=O)c2cc(NC(=O)C3CCCCC3)ccc2O[C@H]1CN(C)C(=O)Nc1ccc2c(c1)OCO2
 : / | / | / | / | 4.0 | 0.0 | 7.6 | 0.3 | /
27	Cc1cc2nc(=O)c(/C=C3\C=Nc4ccccc43)c(N)n2o1
 : 5.2 | -19.1 | -7.7 | -1.1 | -11.6 | 0.0 | 7.2 | 0.0 | 4.2
28	C/C(CC(=O)Nc1ccc(N(C)C)cc1)=N\NC(=O)c1ccc(C(C)(C)C)cc1
 : -3.5 | -1.8 | 2.5 | 1.9 | 9.6 | 0.0 | 8.9 | 0.0 | -0.3
29	CCCCC(=O)Nc1cc(OCC)c(NC(=S)NC)cc1OCC
 : 0.6 | -5.6 | -2.3 | 3.2 | -5.2 | 4.0 | 0.1 | -0.1 | -1.4
30	CC1(C)COCN1C(=O)c1ccc(C#N)cc1
 : 1.8 | -5.9 | -3.2 | -5.8 | -1.4 | 2.0 | 3.0 | -0.1 | 2.2
31	CCCCc1nnc(SC(C)C(=O)Nc2nccs2)n1C (stereo not given)
 : 5.3 | 0.3 | -2.1 | -15.2 | -0.1 | 3.0 | -0.5 | 0.1 | 0.7
32	Cc1ccc(C(=O)NCCN2CCOCC2)c(Cl)c1
 : 4.2 | 0.0 | -4.2 | 3.2 | 10.3 | 1.0 | 16.3 | -0.2 | 2.0
33	COc1cc(/C=C2/NC(=O)N(CC(=O)Nc3ccc(C)cc3)C2=O)ccc1Oc1ccc([N+](=O)[O-])cn1
 : 2.4 | -11.1 | -3.4 | -0.8 | 6.4 | 1.0 | 31.6 | 0.3 | -1.4
34	COc1ccc(CCNC(=O)C2CCN(S(=O)(=O)c3ccc(SC)cc3)CC2)cc1
 : -3.0 | 4.9 | -0.8 | -3.5 | -3.6 | 2.0 | -3.7 | 0.0 | 2.6
35	Cc1ccc(NC(=S)NCC2CCN(C(C)c3ccccc3)C2)cc1 (stereo not given)
 : 6.2 | 6.6 | 3.8 | 10.2 | -5.3 | 0.0 | 4.0 | -0.2 | -0.3
36	COc1ccc2cc(CCNC(=O)C3CC3)c(=O)[nH]c2c1
 : 11.0 | -1.1 | -0.7 | 4.7 | 11.5 | 5.0 | 2.8 | -0.2 | /
37	CCCn1c(SCC(=O)Nc2nc3ccccc3s2)nc2c1c(=O)n(C)c(=O)n2C
 : 3.9 | 1.0 | -4.5 | 4.3 | -5.1 | 1.0 | -7.8 | -0.1 | 0.3
38	Cc1ccc(NC(=O)C(C)Sc2nnc(C)n2C2CC2)cc1S(=O)(=O)N1CCOCC1 (stereo not given)
 : -6.6 | -0.7 | / | -20.2 | -1.0 | 0.0 | 3.5 | 0.0 | /
39	CCCCCCCCCCOC(=O)Cn1c(COc2cccc(C)c2)[n+](C)c2ccccc21
 : 1.5 | 0.3 | 3.2 | -3.3 | -3.9 | / | 1.7 | 1.0* | -3.2
40	Cc1ccc(NC(=O)COC(=O)c2sccc2C)cc1S(=O)(=O)N1CCOCC1
 : 1.7 | 1.7 | 0.1 | -12.8 | -13.0 | 13.0 | -0.3 | 0.0 | -1.1
41	O=C(CSc1nnc(NCc2ccccc2)s1)N1CCOCC1
 : 0.8 | -1.9 | 0.8 | 6.7 | 6.9 | 2.0 | -4.8 | 0.6 | -0.7
42	Cc1ccc(NC(=O)CNC2CCCCC2)cc1Cl
 : -0.2 | -5.3 | 4.6 | 0.3 | -1.5 | 0.0 | -11.9 | -0.3 | -1.8
43	CCN(C(=O)COC(=O)c1cc(-c2ccccc2)nc2ccc(Br)cc12)C1CCS(=O)(=O)C1 (stereo not given)
 : 3.0 | 0.7 | -0.1 | 5.0 | -0.2 | 0.0 | -3.3 | 0.0 | 0.4
44	COc1ccc(-c2cc(C(F)(F)F)nc(-n3ccnc3)n2)cc1
 : 4.2 | -2.8 | -7.9 | 4.7 | 0.7 | 0.0 | -2.0 | -0.3 | -1.9
45	O=C(COC(=O)c1ccc(O)cc1)Nc1ccc(N2CCCCC2)cc1
 : -0.5 | 3.8 | 4.6 | 6.2 | -4.8 | 1.0 | 23.7 | 0.0 | 1.6
46	NS(=O)(=O)c1ccc(CCNC(=O)C2COc3ccccc3O2)cc1 (stereo not given)
 : / | / | / | / | / | 3.0 | 10.9 | 0.0 | -0.6
47	COc1ccc(C(c2nnnn2Cc2ccc(F)cc2)N2CCN(c3ccc(OC)cc3)CC2)cc1 (stereo not given)
 : 2.3 | -7.1 | 0.4 | 6.5 | -1.0 | 0.0 | 5.8 | 0.3 | -0.6
48	CCOc1ccc(N/C=C\C(=O)c2ccc3c(c2)OCO3)cc1
 : -0.5 | 9.6 | 0.8 | -8.4 | -4.3 | 2.0 | 31.3 | 0.0 | -2.9
49	Cc1cccc(NC(=O)Nc2c(C)n(C)n(-c3ccccc3)c2=O)c1C
 : 9.1 | 1.3 | 0.8 | 11.1 | 4.7 | 5.0 | -6.9 | -0.1 | -1.3
50	COc1ccc(NC(=O)c2cccnc2Sc2ccccc2)c(OC)c1
 : 6.3 | 1.4 | 6.3 | 3.8 | -0.6 | 1.0 | -13.2 | 0.1 | -1.6
51	Cn1c(SCc2cccc(C(F)(F)F)c2)nnc1-c1ccco1
 : 7.3 | 3.4 | -1.9 | 0.4 | -3.1 | 1.0 | 24.8 | 0.1 | /
52	COCCNC(=S)N1CCN(c2nc(-c3cccc(OC)c3)cs2)CC1
 : 4.9 | 1.6 | 0.0 | 19.4 | 7.7 | 0.0 | 13.8 | 0.0 | 1.4
53	CC(C)CN(C(=O)CSc1nnc2ccccn12)c1c(N)n(CC(C)C)c(=O)[nH]c1=O
 : 5.0 | -1.2 | 1.3 | 8.9 | 9.8 | 6.0 | 7.7 | 0.0 | -7.2
54	COc1ccc(NC(=O)C2CCCN(S(=O)(=O)c3cccc4cccnc34)C2)c(OC)c1 (stereo not given)
 : -1.4 | 9.9 | -2.5 | 1.7 | 3.6 | 2.0 | 2.8 | 0.0 | -0.6
55	O=C(Nc1ccc(Cl)c(Cl)c1)N(Cc1cccnc1)Cc1ccco1
 : 0.1 | -4.4 | -2.9 | -0.2 | 2.9 | 0.0 | 0.0 | -0.1 | 2.9

Screening data deposited in PubChem by several laboratories.

Some of the compounds tested; count on the stated rates, not on these rows.
